BRCA1 expr act: qHTS Assay to Identify Small Molecule Activators of BRCA1 Expression | MCF7-BRCA1-FFLuc reporter, luminescence, 48 h; response scale: scaled: vehicle 0%, 10 µM genistein 100% | Potency, µM (doses to about 46.1 µM), for inactives: at the highest dose activation, actives largely listed as activators | 380,000 tested, 1.1% active | AID 624202, 2012; note: nearly all actives have a fitted effect of over 80% in size; some results filed as inactive show a strong effect at the top dose
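48 h compound treatment of MCF7-BRCA1-FFLuc cells (phenol-red free MEM, 37 °C), then 15 min with luciferase substrate and luminescence imaging.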
NPC1 promoter act: qHTS Assay for NPC1 Promoter Activators; 320,000 tested, 2.4% active; Potency, µM (titrated, usually from 9.22 µM), without a hit: top-dose activation, most hits filed as activators; AID 485313, 2010; Huh7 NPC1 promoter luciferase reporter, 24 h;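 note: % of control where 0% means no effect; nearly all actives have a fitted effect of over 60% in size; reporter is driven by a mutant NPC1 promoter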
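In 1536-well qHTS, Huh7 cells harboring an NPC1 promoter–luciferase construct received compound for 24 h; activation was quantified by luminescence following luciferase reagent addition.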
ELG1 genotoxic: qHTS screen for small molecules that induce genotoxicity in human embryonic kidney (HEK293T) cells expressing luciferase-tagged ELG1 | HEK293T ELG1-luciferase reporter, luminescence, 16 h | Potency, µM (series often up to 46 µM), inactives show at the top dose activity change, positive = activation, most hits filed as activators | 330,000 tested, 1.3% active; note: % of control where 0% means no effect; nearly all actives have a fitted effect of over 60% in size
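Reporter readout depends on ELG1 protein level, which increases with genetic stress. After 16 hr compound exposure at 37 °C, luciferase activity was quantified using ONE-Glo.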
RORgamma inh: qHTS for inhibitors of ROR gamma transcriptional activity; Nuclear receptor ROR-gamma (Mus musculus), P51450; Drosophila S2 Gal4-RORgamma UAS-luciferase reporter, 20 h; Potency, µM (top dose mostly 53.6 µM), for inactives: at the top dose activity change, negative = inhibition, hits mostly inhibitors; 310,000 tested, 5.4% active; AID 2551, 2010; note: % is set by controls: 0 for no effect and ±100 for the full control effect; nearly all actives have a fitted effect of over 60% in size
Target sequence (P51450 whole entry, looked up, the tested form may be a part): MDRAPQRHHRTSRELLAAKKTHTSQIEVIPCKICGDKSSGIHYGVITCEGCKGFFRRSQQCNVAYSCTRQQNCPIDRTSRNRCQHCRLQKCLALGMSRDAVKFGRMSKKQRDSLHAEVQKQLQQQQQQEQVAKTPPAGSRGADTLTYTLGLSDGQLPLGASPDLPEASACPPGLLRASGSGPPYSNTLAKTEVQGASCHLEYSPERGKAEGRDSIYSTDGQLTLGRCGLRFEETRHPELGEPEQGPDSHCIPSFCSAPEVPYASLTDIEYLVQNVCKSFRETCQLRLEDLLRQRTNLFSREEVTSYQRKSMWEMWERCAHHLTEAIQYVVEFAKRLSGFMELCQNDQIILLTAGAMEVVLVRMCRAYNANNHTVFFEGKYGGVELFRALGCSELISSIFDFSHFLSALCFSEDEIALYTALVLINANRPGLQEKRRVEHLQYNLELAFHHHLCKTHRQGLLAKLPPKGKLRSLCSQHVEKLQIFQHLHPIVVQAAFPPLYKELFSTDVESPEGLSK
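Drosophila S2 cells stably expressing Gal4-DBD/mouse RORγ fusion under metallothionein promoter plus UAS-luciferase; compound 1 h, then 700 uM CuSO4 induction for 20 h at ambient temperature; inhibition read as reduced luminescence.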
Rab9 promoter act: qHTS Assay for Rab9 Promoter Activators | Huh7 Rab9 promoter-luciferase reporter, luminescence, 24 h | AID 485297, 2010 | Potency, µM (top dose mostly 9.22 µM), inactives show at the top dose activation, negative = inhibition, hits mostly activators | 320,000 tested, 2.8% active; note: % of control where 0% means no effect; nearly all actives have a fitted effect of over 60% in size
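Using Huh7 cells stably transfected with Rab9 promoter–luciferase, compounds were incubated 24 h at 37 °C, 5% CO2; luciferase luminescence was read 10 min after reagent addition.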
MBNL1 CUG block: qHTS Assay for Inhibitors of MBNL1-poly(CUG) RNA binding; Potency, µM (doses to about 57.5 µM), inactives show at the highest dose activity change, negative = inhibition, actives largely listed as inhibitors; 280,000 tested, 0.036% active; TR-FRET MBNL1-His/biotin-(CUG)12 binding, 665/545 ratio; AID 2675, 2010; Muscleblind-like protein 1 (Homo sapiens), Q9NR56; active = well fitted inhibition curve with a large enough effect in the signal ratio, with a control signal flat, not every such curve was filed as active; inconclusive = small, poorly fitted or top-dose-only effect, or effect the other way, or a change in a side signal; inactive = no such curve, though single readings can be large or run the other way; the % refers to the signal ratio; note: % is set by controls: 0 for no effect and ±100 for the full control effect
Target sequence (Q9NR56 whole entry, looked up): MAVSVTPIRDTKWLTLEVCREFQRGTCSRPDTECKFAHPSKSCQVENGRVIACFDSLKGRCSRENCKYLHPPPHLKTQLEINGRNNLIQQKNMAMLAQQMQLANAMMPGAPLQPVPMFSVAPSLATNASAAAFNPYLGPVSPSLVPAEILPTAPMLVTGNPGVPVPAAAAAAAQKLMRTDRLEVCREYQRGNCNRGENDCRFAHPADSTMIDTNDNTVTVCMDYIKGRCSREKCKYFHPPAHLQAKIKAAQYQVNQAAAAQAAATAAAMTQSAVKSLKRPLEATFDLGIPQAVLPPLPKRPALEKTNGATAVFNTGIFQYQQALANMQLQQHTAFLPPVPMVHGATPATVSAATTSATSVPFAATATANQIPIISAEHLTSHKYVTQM
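TR-FRET readout: Ex 340 nm, 665/545 nm emission ratio, normalized to buffer-only (basal) and MBNL1-(CUG)12 controls. Complex of MBNL1-His with Biotin-(CUG)12, compounds 92 nM–58 uM, incubated 60 min at room temperature.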
FLuc modulator: qHTS profiling assay for firefly luciferase inhibitor/activator using purifed enzyme and Km concentrations of substrates (counterscreen for miR-21 project); 360,000 tested, 6.9% active; Potency, µM (highest dose often 57.5 µM), without a hit: top-dose activity change, negative = inhibition, hits mostly inhibitors; Luciferin 4-monooxygenase (Photinus pyralis), P08659; purified FLuc, Km substrates, luminescence inhibition;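 note: plate controls were vehicle for no effect and reference inhibitor for full effect; nearly all actives have a fitted effect of over 55% in size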
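Purified P. pyralis luciferase, 10 nM final, with Km-level 10 uM D-luciferin and 10 uM ATP in 50 mM Tris acetate pH 7.5, 10 mM Mg acetate, 0.01% Tween-20, 0.05% BSA; 6-point qHTS titration about 60 µM downward; luminescence read.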
Gal4-VP16 FLuc: VP16 counterscreen qHTS for inhibitors of ROR gamma transcriptional activity | Drosophila S2 Gal4-VP16 UAS-luciferase, luminescence, 20 h | Potency, µM (titrated, usually from 53.6 µM), without a hit: top-dose activity, negative = inhibition, hits mostly inhibitors | 310,000 tested, 3.5% active | AID 2546, 2010;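 note: Gal4-VP16 expression switched on by copper sulfate through the metallothionein promoter; % is set by controls: 0 for no effect and ±100 for the full control effect; nearly all actives have a fitted effect of over 50% in size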
uPA surface inh: qHTS for Inhibitors of Cell Surface uPA Generation | cell surface uPA generation assay, qHTS | Potency, µM (top dose mostly 38.3 µM), for inactives: at the top dose activity change, negative = inhibition, most hits filed as inhibitors | 330,000 tested, 0.31% active; active = well fitted inhibition curve with a large enough effect; inconclusive = small, poorly fitted or top-dose-only effect; inactive = no such curve, though single readings can be large or run the other way; tested in mouse RAW 264.7 cells; note: % is set by controls: 0 for no effect and ±100 for the full control effect; nearly all actives have a fitted effect of over 55% in size
p53 reactivation: qHTS assay for re-activators of p53 using a Luc reporter; H1299 p53-A138V BP100-luciferase reporter, luminescence, 24 h; Potency, µM (doses to about 92.2 µM), for inactives: at the top dose activity change, positive = activation, most hits filed as activators; 320,000 tested, 0.063% active; note: % of control where 0% means no effect; nearly all actives have a fitted effect of over 45% in size
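p53-null H1299 cells stably carrying temperature-sensitive p53-A138V and a BP100-luciferase reporter were pinned with compounds (4-point, 1:5 series) and held 24 hrs at 37 deg C. Luminescence was read 10 min after detection reagent.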
* marks the source's active call; other numbers are inactive results; ? = inconclusive; nt = not tested or not shown; & = joins results of further samples; [ ] = another dose, or the depositor's remark. Unless noted, calls come from the whole dose curve; as a rule, active = well fitted curve in the direction sought with a large enough effect; inconclusive = small, poorly fitted or top-dose-only effect, or another doubt; inactive = no such curve, though single readings can be large; an effect the other way counts as inactive or inconclusive. Potency is the fitted concentration of half-maximal effect. Outcome played no part in choosing rows (roughly 13% active in at least one column).

smiles,BRCA1 expr act,NPC1 promoter act,ELG1 genotoxic,RORgamma inh,Rab9 promoter act,MBNL1 CUG block,FLuc modulator,Gal4-VP16 FLuc,uPA surface inh,p53 reactivation
Cc1ccc(N2CC(C(=O)NCc3ccc(C)n3C)CC2=O)cc1 (stereo not drawn),-13%,2%,-5%,1%,-1%,25%,-4%,-15%,-1%,-1%
CC(=O)c1cccc(OCc2cc(C(=O)N(C)Cc3ccc(C)o3)no2)c1,66%,?,?,?,?,4%,?,?,?,?
CCc1noc(C)c1C(=O)N(C)CC(=O)Nc1ccc(OC)cc1,-10%,1%,17%,nt,0%,nt,-1%,nt,4%,1%
COc1ccc(Cl)cc1NC(=O)c1ccco1,-57%,16%,-1%,-4%,9%,1%,3%,0%,-1%,-3%
CCCOc1c(Cl)cc(C(=O)Nc2ccc3c(c2)OCO3)cc1OCC,-53%,-4%,-7%,21%,-4%,-5%,-19%,11%,-6%,2%
CC(=O)c1ccc(S(=O)(=O)NCc2nnnn2-c2ccccc2)cc1,-2%,1%,-1%,0%,5%,-1%,0%,0%,-1%,-12%
CCC(CO)NCCNC(CC)CO (stereo not drawn),-4%,-8%,-2%,9%&31%,3%,-15%,-2%,-8%&4%,-6%,-5%
COCCN1C(=O)C(=O)/C(=C(/O)c2ccc(S(=O)(=O)N3CCOCC3)cc2)C1c1cccc([N+](=O)[O-])c1 (stereo not drawn),15%,-4%,1%,-10%,-6%,16%,2%,3%,9%,1%
Cc1nc(=O)c(-c2ccccc2)c(C)n1-c1ccc(S(N)(=O)=O)cc1,-6%,3%,-8%,31%,1%,-1%,-1%,-16%,-3%,-7%
CCN(CC)c1cc(Cl)c2nonc2c1N,1%,-2%,-1%,-1%,0%,nt,3%,1%,0%,-6%
Cc1nnc(NC(=O)c2ccc(S(=O)(=O)N(C)c3ccccc3)cc2)s1,1%,0%,1%,nt,0%,nt,-3%,nt,-7%,-1%
COc1ccc(NS(=O)(=O)c2cccc(C(=O)N/N=C(\C)c3cccnc3)c2)cc1,5%,-1%,1%,nt,-2%,nt,7%,nt,0%,-3%
CCOC(=O)/C(N=Nc1ccc(Cl)cc1)=C(/O)c1ccc([N+](=O)[O-])cc1,-12%,0%,9%,19%,-5%,1%,0%,5%,3%,-3%
CC(CCl)OC(C)CCl (stereo not drawn),-9%,-1%,0%,9%,4%,nt,3%,11%,9%,-2%
CCOc1ccc(S(=O)(=O)NCCC(=O)OC(C)C(=O)N2CCc3ccccc32)cc1 (stereo not drawn),-36%,-1%,-3%,?,-3%,-8%,3%,?,0%,-1%
O=C(CSc1ncc(-c2ccccc2)n1C1CCCC1)N1CCc2ccccc21,-36%,-5%,-8%,?,-1%,2%,?,-10%,-4%,?
Cc1ccc(Sc2ncccc2COC(=O)Nc2c(C)cccc2C)cc1,-68%,-6%,-2%,27%,-6%,-9%,-12%,-6%,-16%,?
COc1ccc(NS(=O)(=O)c2cccc(Cl)c2)cc1S(=O)(=O)N1CCCCC1,-22%,2%,-5%,8%,-4%,-7%,1%,-5%,0%,0%
COCCNC(=O)c1cc(OC)c(OC)cc1[N+](=O)[O-],9%,1%,1%,-1%,-17%,16%,-11%,-11%,14%,5%
CCc1nc(CNC(=O)C2CCC(=O)N(Cc3ccccc3F)C2)no1 (stereo not drawn),2%,-4%,2%,-14%,-9%,-13%,7%,1%,8%,nt

Going on with the list.
smiles,BRCA1 expr act,NPC1 promoter act,ELG1 genotoxic,RORgamma inh,Rab9 promoter act,MBNL1 CUG block,FLuc modulator,Gal4-VP16 FLuc,uPA surface inh,p53 reactivation
COc1cccc(NC(=O)CN(C)C(=O)CCCNC(=O)c2ccc(Cl)cc2)c1,51%,-2%,9%,nt,16%,nt,?,nt,-2%,10%
S=C(NCc1cccnc1)c1ccccc1,-1%,0%,-3%,36%,-2%,22%,-2%,9%,0%,1%
Cc1noc(C)c1NC(=O)N(C)C[C@H]1Oc2ccc(NC(=O)CCC(F)(F)F)cc2C(=O)N([C@H](C)CO)C[C@@H]1C,8%,nt,2%,nt,nt,nt,nt,nt,10%,-2%
Cc1cc(C(=O)OCC(=O)Nc2cccc(S(N)(=O)=O)c2)c2ccccc2n1,-11%,-35%[inhibitor],-2%,30%,-3%,?,-5%,-7%,4%,-1%
Cc1onc(-c2c(F)cccc2Cl)c1C(=O)Nc1nc2c(s1)CCCC2,-36%,0%,-8%,?,0%,1%,-1%,?,nt,11%
CCn1nnnc1Oc1ccc(Cl)cc1,18%,-10%,1%,-4%,-3%,3%,-2%,12%,-5%,-6%
CC12CCC(C(=O)N/N=C/c3ccc(O)cc3O)(OC1=O)C2(C)C (stereo not drawn),-65%,-14%,11%,?,-21%,3%,-3%,-5%,-14%,12%
O=c1[nH]c2ccccc2c(O)c1-c1cc2ccccc2oc1=O,nt,-5%,3%,6%,1%,6%,-17%,-6%,nt,-9%
CCCCNC(=O)c1sc2ncnc(N3CCc4ccccc4C3)c2c1C,-32%,3%,-4%,21%,-7%,9%,-3%,-1%,nt,8%
CCOC(=O)N1CCN(c2cc(=O)n(-c3ccc(OC)cc3)c(=O)[nH]2)CC1,0%,0%,-4%,-17%,-6%,-6%,13%,1%,nt,-7%
Cc1ccc(NC(=O)c2cc3c(=O)oc4ccc(C)cc4c3s2)nc1,nt,-5%,2%,-39%,-1%,nt,3%,-1%,nt,1%
CN(C)S(=O)(=O)c1ccc(N)c([N+](=O)[O-])c1,-3%,-3%,4%,15%,-1%,?,0%,-8%,5%,-5%
NNC(=O)/C=C/c1ccc(Cl)cc1Cl,3%,2%,-2%,-27%,18%,8%,?,5%,-2%,2%
CC(C)(C)c1ccc(C(=O)Nc2ccc(C(=O)NCc3cccnc3)cc2)cc1,-44%,4%,-21%,?,15%,?,12µM*,28µM*,3%,2%
Cn1c(=O)c2c(nc(N/N=C/c3ccc(OC(=O)c4ccco4)cc3)n2Cc2ccccc2)n(C)c1=O,-54%,-9%,-1%,29%,-12%,14%,0%,?,11%,-3%
Cc1csc(C(=O)O)c1-n1cccc1,-34%,-1%,-2%,-19%,-4%,?,6%,-9%,4%,-6%
CCCc1[nH]nc2c1C(c1ccc(OC)c(Cn3nc(C)c(Br)c3C)c1)C(C#N)=C(N)O2 (stereo not drawn),-21%,nt,nt,?,nt,?,-15%,0%,-3%,nt
Cc1nc(C)n(CC(=O)N2CCCC(C(=O)c3ccc(Cl)cc3C)C2)n1 (stereo not drawn),-8%,-5%,0%,35%,0%,-7%,-2%,-18%,-3%,-3%
CCn1c(CSc2nc3ccccc3s2)nnc1SCC(=O)c1ccc(Cl)cc1,18%,-3%,5%,-34%,2%,-15%,?,-11%,6%,6%
COc1ccc(NC2=NCC(Cc3ccc(Br)cc3)S2)cc1 (stereo not drawn),-4%,-4%,-7%,?,-4%,-24%,?,3.5µM*,-11%,-13%

(next part)
smiles,BRCA1 expr act,NPC1 promoter act,ELG1 genotoxic,RORgamma inh,Rab9 promoter act,MBNL1 CUG block,FLuc modulator,Gal4-VP16 FLuc,uPA surface inh,p53 reactivation
CC(=O)NC(=S)Nc1ccc(NC(=S)NC(=O)c2ccc([N+](=O)[O-])cc2)cc1,0%,1%,8%,?,0%,6%,-1%,-21%,1%,7%
O=C(NCCS(=O)(=O)NCc1ccccn1)c1ccccc1,-4%,0%,-4%,nt,-5%,nt,0%,nt,3%,4%
CCOC(=O)c1ccc(NC(=O)Cn2cc3c(n2)CCC(C)C3)cc1 (stereo not drawn),-3%,2%,-14%,-12%,-1%,-1%,6%,5%,0%,0%
CCOC(=O)C1(Cc2ccccc2C)CCCN(C(=O)CCc2c(C)noc2C)C1 (stereo not drawn),0%,-3%,-7%,-6%,1%,-3%,-3%,-8%,4%,-5%
COc1ccc(C(=O)OCC(=O)NC2CCCC2)c(OC)c1,10%,9%,11%,25%,11%,-4%,-18%,-2%,12%,13%
C=CCn1c(=O)/c(=C\c2ccsc2)s/c1=C(/C#N)C(=O)NCCN1CCOCC1,7%,0%,3%,?,-4%,?,0%,1%,0%,5%
Cc1cccc(C(=O)OCC(=O)N(CC(C)C)c2c(N)n(Cc3ccccc3)c(=O)[nH]c2=O)c1C,-4%,-1%,0%,nt,-8%,nt,-19%,nt,1%,-3%
COc1ccc(OCC(O)CN2C(=O)c3ccccc3S2(=O)=O)cc1 (stereo not drawn),15%,-1%,-2%,29%,4%,1%,?,2%,-5%,1%
CC(Oc1ccc2c3c(c(=O)oc2c1)CCC3)C(=O)NCCN1CCOCC1 (stereo not drawn),2%,-7%,5%,5%,-7%,?,-1%,-2%,-14%,-2%
Cc1cc(C(=O)CN2C(=O)NC3(CCCc4ccccc43)C2=O)c(C)n1Cc1cccs1 (stereo not drawn),18%,12%,11%,8%,2%,-5%,6µM*,1%,3%,10%

Compound activity: PubChem, National Center for Advancing Translational Sciences (NCATS)
